Rtt109 Vps75 – blocks Candida albicans Rtt109/Vps75 acetyltransferase activity. Q5AAJ8. purified Rtt109/Vps75, ThioGlo CoA-SH fluorescence, 4 h. inhibition, % at 34.9 µM. 0.16% of 330,000 active;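 active means inhibition of at least 50% in every replicate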
PvdQ acylase – P. aeruginosa PvdQ acylase inhibition; purified PvdQ acylase, fluorescence plate reader; inhibition, % at 10 µM; 0.063% of 340,000 active; AID 488965; in the data active means inhibition above about 30%, passing the limit was not always enough;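 further: 0% = vehicle neutral wells and 100% = reference inhibitor wells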
PfHsp90 yeast 2 – reduces growth (ATP signal) of yeast expressing P. falciparum Hsp90 | S. cerevisiae expressing PfHsp90, BacTiter-Glo ATP, 48 h; yeast lacking PDR1 and PDR3 efflux regulators | inhibition, % at 9.4 µM | 0.32% of 310,000 active;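 active means every replicate shows inhibition above about 80%, whatever the replicate mean, limit read from the data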;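 further: 0% = DMSO neutral controls and 100% = 20 µM radicicol positive controls; yeast relying on Plasmodium falciparum Hsp90 in place of its own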
dFosB activator – enhances mouse delta FosB homodimer DNA binding; P13346; purified delta FosB, TAMRA-CDK5 oligo fluorescence polarization; percent of positive-control signal above neutral wells; activation, % at 25 µM; 0.99% of 340,000 active;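 active means mean activation above about 17%, with every replicate also reaching it, limit read from the data, passing the limit was not always enough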;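 further: fluorescence polarization rise as delta FosB binds a TAMRA Cdk5 AP-1 oligo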
Target sequence (P13346 whole entry, looked up): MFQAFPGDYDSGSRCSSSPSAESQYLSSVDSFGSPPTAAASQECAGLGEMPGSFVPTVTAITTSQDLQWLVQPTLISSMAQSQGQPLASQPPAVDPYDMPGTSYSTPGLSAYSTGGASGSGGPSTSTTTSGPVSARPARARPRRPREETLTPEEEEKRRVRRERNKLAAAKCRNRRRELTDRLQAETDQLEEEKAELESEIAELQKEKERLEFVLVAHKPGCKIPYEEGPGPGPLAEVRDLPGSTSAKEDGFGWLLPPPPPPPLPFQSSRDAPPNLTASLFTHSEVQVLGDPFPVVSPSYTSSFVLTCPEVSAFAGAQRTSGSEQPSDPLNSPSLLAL
C-LANA FP – inhibitors of KSHV LANA C-terminal domain DNA binding; MBP-C-LANA/FAM-LBS DNA binding, fluorescence polarization; inhibition, % at 9 µM; 0.078% of 340,000 active;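 active means highest replicate inhibition at or above 60% at 9 µM, even if other replicates fall short; inactive means all replicates below 60% inhibition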;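 further: 0% = neutral control wells and 100% = 4 µM acridine orange control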
CDK5 p35 inh – CDK5/p35 (human) kinase inhibition; Q00535+Q15078; inhibition, % at 10 µM; 0.01% of 330,000 active; Recombinant CDK5/p35, ADP-Glo luminescence, 60 min;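 active means highest replicate inhibition of at least 50% and at least 75% of replicates reaching 50%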;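 further: plate controls were DMSO neutral control for no effect and GW8510 at 10 µM for full effect; many of its hits are not listed in these tables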
Target sequence (Q00535 whole entry, looked up): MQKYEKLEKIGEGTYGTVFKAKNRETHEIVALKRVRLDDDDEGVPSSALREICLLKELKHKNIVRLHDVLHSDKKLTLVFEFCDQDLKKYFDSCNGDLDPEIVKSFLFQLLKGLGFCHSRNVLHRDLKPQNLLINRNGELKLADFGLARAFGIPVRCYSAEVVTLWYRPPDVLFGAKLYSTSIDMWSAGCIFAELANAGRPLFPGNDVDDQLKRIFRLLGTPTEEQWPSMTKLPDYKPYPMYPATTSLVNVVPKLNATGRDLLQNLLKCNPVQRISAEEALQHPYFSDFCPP
Target sequence (Q15078 whole entry, looked up): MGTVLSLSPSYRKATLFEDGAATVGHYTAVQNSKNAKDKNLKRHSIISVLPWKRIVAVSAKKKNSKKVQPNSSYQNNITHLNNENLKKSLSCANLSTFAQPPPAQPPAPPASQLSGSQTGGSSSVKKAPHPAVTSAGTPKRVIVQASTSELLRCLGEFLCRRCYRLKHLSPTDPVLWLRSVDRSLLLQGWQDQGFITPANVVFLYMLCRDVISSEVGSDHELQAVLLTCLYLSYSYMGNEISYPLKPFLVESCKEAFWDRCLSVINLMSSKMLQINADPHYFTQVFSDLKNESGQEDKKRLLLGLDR
Cardiac RTF inh – cardiac RTF calcium desensitization. IANBD-labeled cardiac RTF, Ca2+ fluorescence. inhibition, % at 7.15 µM. 0.12% of 340,000 active. AID 493244;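 active means inhibition above the mean inhibition of all tested compounds plus 3 SD, cut at about 17% in these data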;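 further: assay run at fixed EC70 calcium of 1.6 mM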
Mot1-301 SUMO – SUMOylation pathway inhibition by Mot1-301 growth rescue; S. cerevisiae Mot1-301 growth rescue, ATP luminescence, 38.5C; percent above DMSO median, 100 means doubled; growth rescue, % at 18.8 µM; 1% of 320,000 active; AID 2716;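 active means every valid replicate shows activation above 250% relative to neutral control wells; inactive means the rest, any valid replicate at or below 250%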;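 further: OY570 slx delta 5 strain wells were the positive control but not used for scaling; some compounds called inactive have numbers as strong as hits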
NSD2 inh – blocks human histone methyltransferase NSD2; O96028; NSD2 peptide methylation, AlphaScreen, 120 min; inhibition, % at 12.5 µM; 0.54% of 310,000 active; AID 743445; in the data active means inhibition above about 50%
RTF Ca sens act – cardiac RTF calcium sensitization; P19429+P45379; IANBD-labeled TnC RTF fluorescence at EC20 calcium; 0% EC20 calcium, 100% full calcium; activation, % at 7.2 µM; 0.24% of 340,000 active;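 active means activation above the mean over all tested compounds plus 3 SD, cut at about 30% in these data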;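 further: rise in fluorescence read as greater calcium sensitivity of cardiac thin filaments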
Keap1 Nrf2 FP – Keap1-Nrf2 (human) interaction inhibition; 0.15% of 340,000 active; inhibition, % at 9.4 µM; AID 504523; Keap1 Kelch-Nrf2 peptide fluorescence polarization, 1536-well; Q14145; in the data active means inhibition above about 12%;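 further: human Keap1 Kelch domain with fluorescein labeled Nrf2 9mer peptide probe; 0% = neutral control wells and 100% = peptide positive control; higher means more block of Keap1 binding to Nrf2 peptide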
* marks the source's active call; other numbers are inactive results; . = no result given. This is a random part of the collection. About 3.2% of those tested had a hit in this group.

item	mol	Rtt109 Vps75	PvdQ acylase	PfHsp90 yeast 2	dFosB activator	C-LANA FP	CDK5 p35 inh
1	CC1=C(C(=O)OC2CCCC2)C(c2ccc(C)o2)C2=C(CC(c3cccs3)CC2=O)N1 (stereo not given)	4	-14	51	-17	-0.7	-1.6
2	Cc1noc(C(C)C)c1C(=O)Nc1ccc(-c2nnc3n2CCCCC3)cc1	-1	-13	-8	-1	1.4	0.0
3	CCNC(=O)NC(=O)C(C)Oc1ccc(C(=O)OC)cc1 (stereo not given)	-1	-13	12	-3	1.0	0.8
4	CS(=O)(=O)NN1C(=O)c2ccccc2NC1c1cccc2cccnc12 (stereo not given)	.	-8	17	-11	-0.8	-3.7
5	O=C(C=C1SCCS1)/C=C/c1ccco1	4	-10	-3	-5	0.3	0.6
6	O=S(=O)(Nc1ccccc1N1CCCCC1)c1ccc(F)cc1F	-3	6	2	-5	2.3	0.2
7	COc1ccc(C)cc1NC(=O)C(Sc1nnnn1C)c1ccccc1 (stereo not given)	5	-9	0	-5	-0.4	-4.7
8	COc1ccc(Cn2ccnc2SCC(=O)NC2CCCCC2)cc1	-5	4	4	-2	-0.5	0.5

item	Cardiac RTF inh	Mot1-301 SUMO	NSD2 inh	RTF Ca sens act	Keap1 Nrf2 FP
1	-6	7	.	9	-9
2	-7	30	2	-4	2
3	-3	.	2	-5	-1
4	-29	1	0	-1	3
5	-6	-2	-1	0	4
6	0	-13	-9	4	-1
7	-1	-6	-2	3	-2
8	-13	-10	2	-2	5

(cont.)
item	mol	Rtt109 Vps75	PvdQ acylase	PfHsp90 yeast 2	dFosB activator	C-LANA FP	CDK5 p35 inh
9	O=C(Cc1ccc([N+](=O)[O-])cc1)N/N=C/c1ccccc1F	12	-13	-15	1	-0.1	2.3
10	O=C(OCc1cccc([N+](=O)[O-])c1)c1cccnc1Cl	14	4	3	0	-0.6	0.3
11	COc1cccc(CNC(=O)CCNS(=O)(=O)c2cccc3nsnc23)c1	18	-2	1	2	1.2	0.4
12	CCOC(=O)C1(CCc2ccccc2)CCN(C(=O)C(C)n2cncn2)CC1 (stereo not given)	-1	-8	-52	-5	0.4	1.1
13	Cn1c(=NC(=O)COc2ccccc2)sc2ccccc21	-8	-8	-5	3	1.2	-2.1
14	Cn1c(CS(=O)Cc2c(Cl)cccc2Cl)nnc1SCc1c(Cl)cccc1Cl (stereo not given)	-8	7	-3	-5	-5.3	0.1
15	COc1ccccc1CNC(=O)CN1C(=O)NC2(CCCC2)C1=O	-7	-13	13	-1	1.0	-7.0
16	COC(=O)c1ccc(NC(=S)NC(=O)C2CCC2)cc1	22	5	6	0	0.4	-1.6

item	Cardiac RTF inh	Mot1-301 SUMO	NSD2 inh	RTF Ca sens act	Keap1 Nrf2 FP
9	-17	-2	-1	0	-2
10	5	-31	7	2	-1
11	-3	4	-1	2	2
12	-4	126	0	-1	7
13	5	-12	-3	4	1
14	4	34	-1	-8	-4
15	-12	-1	-1	0	-4
16	-12	-1	-4	-8	-4

Carrying on:
item	mol	Rtt109 Vps75	PvdQ acylase	PfHsp90 yeast 2	dFosB activator	C-LANA FP	CDK5 p35 inh
17	COC(=O)c1ccc(OC(=O)CN2C(=O)c3ccccc3C2=O)cc1	-5	-15	1	-4	25	-0.5
18	C/C=C/c1ccc(OCCCn2cncn2)c(OC)c1	-5	-4	0	1	-2.1	0.7
19	COc1cccc(O[C@@H]2O[C@@H]3COC(C)(C)O[C@H]3[C@H](O)[C@H]2NC(C)=O)c1	-10	-6	7	0	9.8	-0.5
20	CCc1ccc(C(C)NC(=O)c2cccs2)cc1 (stereo not given)	9	6	-3	-3	0.0	0.2
21	COc1ccc(C(=O)C[n+]2cccc3cc(C)ccc32)cc1	8	3	-4	7	0.2	1.6
22	CSc1cccc(NC(=O)c2nnn(CC(=O)Nc3cc(C)cc(C)c3)c2N)c1	-7	-5	-38	64*	1.0	-0.2
23	CC(C)(C)OC(=O)N1CCC[C@H]1C(=O)NCc1ccc(Cl)cc1Cl	-11	-9	-15	-4	-0.4	1.2
24	COc1ccc(CN=C2NC(=O)CC(C(=O)Nc3ccccc3C)S2)cc1 (stereo not given)	.	9	0	-6	0.3	1.9

item	Cardiac RTF inh	Mot1-301 SUMO	NSD2 inh	RTF Ca sens act	Keap1 Nrf2 FP
17	-6	4	-4	-2	57*
18	-3	-3	.	3	-3
19	-1	-24	-3	0	0
20	-8	142	-4	-4	-2
21	-8	15	2	4	-2
22	-1	-6	3	4	3
23	-9	.	-10	1	0
24	11	5	0	-1	-2

More compounds follow.
item	mol	Rtt109 Vps75	PvdQ acylase	PfHsp90 yeast 2	dFosB activator	C-LANA FP	CDK5 p35 inh
25	COc1cc(OC)cc(C(=O)N2CCCC(c3nc(-c4ccc(C)o4)no3)C2)c1 (stereo not given)	8	7	4	-6	-1.0	-1.7
26	COc1ccc(N2CC(C(=O)OCC(=O)c3ccc(C)cc3)CC2=O)cc1 (stereo not given)	.	11	16	-5	1.0	-0.8
27	CCC(C)(C)NC(=O)CN(Cc1ccc(F)cc1)C(=O)CCC(=O)Nc1ccccn1	-3	-1	17	-5	0.8	0.8
28	Cc1nn(CC(=O)N(C)Cc2ccccc2)c(=O)c2cccn12	-4	-5	2	-8	0.2	1.2
29	O=[N+]([O-])c1ccc(/C=C/c2nc3ccc([N+](=O)[O-])cc3[nH]2)cc1	-3	-4	21	3	0.7	.
30	Cc1ccc(S(=O)(=O)N(C)CC(=O)NCCCn2ccnc2)cc1	-9	-4	5	0	-1.6	-1.3
31	COc1cccc(-c2nnc(NC(C)=O)o2)c1	-5	-11	-1	-2	1.5	-2.9
32	COc1cccc(NC(=O)CN(C)CC(=O)c2c(C)[nH]c3ccccc23)c1	9	-20	.	-3	-0.1	0.6

item	Cardiac RTF inh	Mot1-301 SUMO	NSD2 inh	RTF Ca sens act	Keap1 Nrf2 FP
25	-3	9	5	-4	0
26	-3	-5	1	-6	-7
27	-7	867	-3	-8	0
28	-11	-14	0	4	-3
29	-7	-9	-1	-1	-3
30	-9	13	115*	-3	0
31	-3	2	.	-1	2
32	-5	-2	-1	-1	-3

The listing continues:
item	mol	Rtt109 Vps75	PvdQ acylase	PfHsp90 yeast 2	dFosB activator	C-LANA FP	CDK5 p35 inh
33	C=CCNC(=O)C1CCN(C(=O)c2ccc(-c3ccccc3)cc2)CC1	-11	-3	4	-10	1.5	-3.5
34	CC1CC(C)CN(C(=O)/C(=C\c2ccccc2)c2ccccc2)C1 (stereo not given)	4	2	-4	-5	0.9	1.0
35	CCOC(=O)/C(=C\C=C1/Sc2ccccc2N1CC)C(C)=O	-4	1	2	-1	-48	-6.6
36	CCOc1ccccc1O[C@H](c1ccccc1)[C@H]1CNCCO1	0	-7	-18	2	0.0	-1.7
37	COCCN(C(=O)c1cc2c(s1)CCCCC2)c1c(N)n(Cc2ccccc2)c(=O)[nH]c1=O	1	-15	.	1	-0.3	0.0
38	Cn1c(=O)c2c(nc(N/N=C/c3cccs3)n2C)n(C)c1=O	3	-1	-5	0	-1.1	5.0
39	Cc1c(C(c2cc(O)ccc2Cl)c2c(C)n(C)n(-c3ccccc3)c2=O)c(=O)n(-c2ccccc2)n1C	-4	14	-4	-6	-1.2	4.4
40	CC1(C)Cc2ccccc2C(c2cc3ccccc3oc2=O)=N1	11	-16	-4	-9	-0.5	-0.4

item	Cardiac RTF inh	Mot1-301 SUMO	NSD2 inh	RTF Ca sens act	Keap1 Nrf2 FP
33	0	8	3	-8	-6
34	-1	-11	-2	12	-1
35	-206	-2	.	245*	-129
36	0	328	.	1	-3
37	-16	-13	-7	-7	0
38	2	-13	2	5	3
39	2	11	0	-2	-3
40	-1	36	1	-2	-8

(further entries)
item	mol	Rtt109 Vps75	PvdQ acylase	PfHsp90 yeast 2	dFosB activator	C-LANA FP	CDK5 p35 inh
41	CCOc1ccc(N=CC2=C(O)CC(c3ccco3)CC2=O)cc1 (stereo not given)	-6	-13	5	3	1.7	1.0
42	Cc1csc2nc(CN3CCN(CC(=O)N(C)C)CC3)cc(=O)n12	-8	-10	16	-6	0.1	-0.2
43	COC(=O)C1C(c2ccc(Br)cc2)Nc2nnc(C(F)(F)F)n2C1(C)O (stereo not given)	-4	9	0	-8	-0.3	1.4
44	Cc1cc(Nc2ccccc2)c2c([N+](=O)[O-])c(C)cc(C)c2n1	-2	-7	.	-2	0.2	-0.1
45	CCNc1nc(NC(C)C)nc(OCC)n1	1	-15	-13	-2	-0.3	1.3
46	COCc1ccc(C(=O)N2CCCC(Nc3ccc(C(C)C)cc3)C2)o1 (stereo not given)	-14	-17	-10	-9	-0.6	-1.6
47	Cc1ccc(/C=N/NC(=O)CSc2nc3ccccc3n2C)s1	0	10	9	-4	0.0	-0.3
48	O=C1c2ccccc2CN1CCNC(=S)NC1CCCCC1	-13	-19	-10	0	0.6	-0.3
49	CCN1C(=O)C(=O)N(CC(=O)NC(C)CCc2ccccc2)C1=O (stereo not given)	-7	-10	-3	2	0.5	0.2
50	OCCCn1c(-c2ccccc2)n[nH]c1=S	5	-12	12	3	-1.4	1.9

item	Cardiac RTF inh	Mot1-301 SUMO	NSD2 inh	RTF Ca sens act	Keap1 Nrf2 FP
41	-23	157	-2	-3	-1
42	-5	-9	-3	0	0
43	0	-8	-1	-2	-2
44	-6	14	7	-2	0
45	2	-11	-3	5	-5
46	7	6	5	-2	-6
47	-8	16	0	-4	1
48	-2	-6	-1	0	1
49	2	0	-2	-2	2
50	7	1	-2	6	-2

Assay outcomes deposited in PubChem BioAssay by several laboratories.
